NS3 helicase inh = inhibitors of HCV NS3 helicase, primary screen, biochemical, Cy5 molecular beacon fluorescence | NS3 helicase DNA unwinding | inhibition, % at 10.9 µM | 290,000 tested, 0.56% active;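 active means inhibition above the mean of all tested compounds plus 3 SD, set per campaign, cut at about 35% in these data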;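 further: 0% = DMSO wells and 100% = thioflavine S control wells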
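Control set: DMSO versus 110 µM thioflavine S; Material: NS3 helicase fragment of HCV; Measured by: Cy5 fluorescence at 0 and 60 min, beacon hairpin quenching; Read-out basis: percent inhibition from t60/t0 fluorescence ratio; Times: reaction time 60 min, 25 °C; Repeats: single replicate; Compound dosing: single dose, 10.9 µM nominal final, DMSO 0.8% final.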
PHOSPHO1 block = PubChem AID 1565. Phosphoethanolamine/phosphocholine phosphatase (Homo sapiens), Q8TCT1. 290,000 tested, 1.1% active. recombinant PHOSPHO1, absorbance phosphatase assay. inhibition, % at 13.3 µM; in the data active means inhibition above about 60%
Target sequence (Q8TCT1 whole entry, looked up): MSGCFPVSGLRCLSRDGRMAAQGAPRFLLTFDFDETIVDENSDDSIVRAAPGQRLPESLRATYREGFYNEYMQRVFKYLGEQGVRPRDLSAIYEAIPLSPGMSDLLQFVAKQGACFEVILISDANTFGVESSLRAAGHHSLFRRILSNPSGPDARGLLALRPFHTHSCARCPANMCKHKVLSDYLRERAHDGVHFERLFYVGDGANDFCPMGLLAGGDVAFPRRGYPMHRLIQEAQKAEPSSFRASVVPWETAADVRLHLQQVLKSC
IMP-1 inh = IMP-1 metallo-beta-lactamase inhibitors, primary screen, biochemical, epi-absorbance readout, Pseudomonas aeruginosa enzyme; metallo-beta-lactamase IMP-1 (Pseudomonas aeruginosa); purified IMP-1, nitrocefin hydrolysis, epi-absorbance fluorescence; inhibition, % at 5.6 µM; 290,000 tested, 0.45% active; AID 1556, 2009;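 active means inhibition above the mean plus 3 SD of all compounds in the same screening run, cut at about 4.5% in these data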;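 further: 0% = IMP-1 with DMSO and 100% = DMSO wells lacking enzyme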
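System: Purified recombinant IMP-1 metallo-beta-lactamase enzyme | Measured by: Fluorescence quenching readout, ex 480/em 530 nm | Replication: Singlicate | Incubation: 15 min preincubation plus 25 min reaction at 25 °C | Evaluation: Percent inhibition from optical density relative to buffer-blank wells | Benchmarks: DMSO with and without IMP-1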
VIM-2 inhibitor = VIM-2 metallo-beta-lactamase inhibitors, primary screen, biochemical, epi-absorbance readout, Pseudomonas aeruginosa enzyme. purified VIM-2, nitrocefin hydrolysis, epi-absorbance fluorescence. inhibition, % at 5.6 µM. 290,000 tested, 0.89% active. AID 1527, 2009;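 active means inhibition above the mean of all tested compounds plus 3 SD, cutoff set per screening run, cut at about 7.5% in these data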;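 further: red hydrolysis product quenches plate fluorescence so inhibitors raise well fluorescence; 0% = enzyme with DMSO and 100% = DMSO without enzyme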
MEKK3 PB1 HTS = modulators of MEKK3-MEK5 PB1 binding, primary screen, biochemical, wildtype MEKK3, multiplex bead flow cytometry, Alexa488-MEK5. Mitogen-activated protein kinase kinase kinase 3 (Homo sapiens), Q99759. bead-based flow cytometry, Alexa488-MEK5 binding to MEKK3; actives lie on both sides; 0 = blocked by unlabeled MEK5, 100 = vehicle. binding response (% of control), % at 10 µM. 290,000 tested, 1.4% active. AID 1529, 2009;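 active means binding response more than 3 SD above or below the average of its plate-row segment, actives on both sides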;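 further: Alexa488 bead fluorescence after subtracting the streptavidin-only scavenger bead signal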
IDE cell activ = human IDE activators in live cells, primary screen, fluorescence polarization, HEK cells, FAbeta-B substrate | FAbeta-B cleavage; 0% vehicle, 100% cell-free pure enzyme wells | 340,000 tested, 0.073% active | AID 493087, 2011 | Insulin-degrading enzyme (Homo sapiens), P14735 | activation, % at 5.96 µM;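 active means activation above the mean of all tested compounds plus 3 SD, set per screening campaign, cut at about 17% in these data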
UBC9 SUMO inh = inhibitors of in vitro SUMOylation cascade, primary screen, biochemical, HTRF, uHTS | HTRF SUMOylation assay, SAE1/SAE2 + UBC9 | SUMO-conjugating enzyme UBC9 (Homo sapiens), P63279 | 290,000 tested, 0.36% active | inhibition, % at 35 µM; in the data active means inhibition above about 50%, passing the limit was not always enough; further: strong numbers were not always called active
Target sequence (P63279 whole entry, looked up): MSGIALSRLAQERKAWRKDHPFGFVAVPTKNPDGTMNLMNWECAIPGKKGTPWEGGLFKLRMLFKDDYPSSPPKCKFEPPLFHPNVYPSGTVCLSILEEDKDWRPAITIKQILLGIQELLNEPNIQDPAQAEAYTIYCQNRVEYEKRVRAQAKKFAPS
FID counter = compounds displacing fluorescent DNA intercalator, primary screen, artefact control for HCV NS3 helicase inhibitor project, biochemical, FID fluorescence. DNA fluorescent intercalator displacement. inhibition, % at 7.9 µM. 290,000 tested, 0.17% active. AID 1845, 2009; in the data active means inhibition above about 37%;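 further: 0% = vehicle and 100% = reference compound; higher means more ethidium bromide displaced from hairpin DNA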
pCIP destab = p/CIP-EGFP fusion destabilizers, primary screen, fluorescence, F442A cells. 16 h. Q05BA5. decrease of EGFP signal, % at 10 µM. 290,000 tested, 0.01% active;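 active means EGFP signal decrease of at least 30% at 10 µM or well 3 SD below plate mean, unless failing retest; inactive means the rest, including hits failing retest or dose response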; further: some compounds called inactive have numbers as strong as hits; many of its hits are not listed in these tables
* = called active by the depositor; / = no result given. A portion of the library, so the mix of outcomes need not match the whole.

Compound	NS3 helicase inh	PHOSPHO1 block	IMP-1 inh	VIM-2 inhibitor	MEKK3 PB1 HTS	IDE cell activ	UBC9 SUMO inh	FID counter	pCIP destab
S=C(c1ccc(N2CCOCC2)cc1)N1CCCCC1	1.4	-3.2	3.0	-4.7	106.0	-0.6	7.2	-7.6	-2.8
CCCC1CCC(C(=O)Nn2c(C)nc3ccccc3c2=O)CC1 (stereo not given)	2.1	-32.2	-1.4	-2.2	103.0	-3.9	-13.6	-7.4	0.8
C#CCOCCOCCOCCNc1nc(N2CCN(C(=O)[C@H]([C@@H](C)CC)n3cc([C@@H](N)CC(C)C)nn3)CC2)nc(N2CCN(C(=O)[C@H](Cc3cc4ccccc4[nH]3)n3cc([C@@H](N)CC(C)C)nn3)CC2)n1	/	17.7	/	/	108.0	/	-17.8	/	2.0
O=c1c(Cc2ccc(Cl)cc2)c(O)ccn1Cc1cccs1	7.7	-4.5	-3.1	-2.2	100.0	8.7	-4.2	-1.6	-1.4
COc1ccc2oc(=O)c(C(=O)NCCc3ccc(OC)c(OC)c3)cc2c1	3.7	49.6	-2.7	-1.7	105.0	2.0	12.8	-25.8	4.0
CCc1cccc(OCC(O)Cn2c(N3CCCCC3)nc3c2c(=O)[nH]c(=O)n3C)c1 (stereo not given)	-6.4	24.1	-2.5	-2.9	102.0	2.6	7.0	-35.0	-2.1
COC(=O)c1ccc(C)c(NC(=O)CSc2sc3c(O)cc(=O)[nH]c3c2C#N)c1	8.1	-165.6	-6.0	-3.9	101.0	-1.4	24.1	-14.9	-11.2
COC(=O)Cc1csc(Nc2ccc(Cl)cc2)n1	-0.7	-14.4	-2.2	-2.0	87.0	2.9	-12.8	-15.9	1.9
CCOC(=O)Cn1c(-c2cccnc2)nc(-c2ccccc2)c1-c1ccccc1	-7.7	24.8	-2.7	-1.7	104.0	3.2	11.1	-45.9	-9.3
Cc1ccc(C2=NN(CCC(=O)NCc3ccc4c(c3)OCO4)C(=O)CC2)cc1	-2.8	-4.0	-2.2	-2.3	92.0	3.2	-4.0	-18.9	-5.0
CCC(OC(=O)CC1Sc2ccccc2NC1=O)C(=O)NCC1CCCO1 (stereo not given)	4.7	5.7	-2.9	-4.6	99.0	8.6	10.8	-14.0	-5.2
CCOC(=O)C1=C(CSc2nc(C)ccc2C#N)OC(N)=C(C#N)C1c1cccc(OC)c1OC (stereo not given)	3.8	76.1*	-0.6	-1.1	99.0	0.5	16.5	-22.1	-1.8
CC1Cc2ccccc2N1C(=O)COC(=O)CCc1nc2ccccc2c(=O)[nH]1 (stereo not given)	1.8	20.0	-0.8	0.3	95.0	4.7	-0.2	-20.2	3.7
Cc1cc(=O)[nH]c(N2CCN(Cc3ccccc3)CC2)n1	5.9	2.1	-2.4	-2.0	87.0	-1.6	2.0	-5.9	0.0
COc1cc(/C=N/NC(=O)Cc2ccccc2)cc([N+](=O)[O-])c1O	2.8	24.7	-2.6	-3.0	98.0	1.4	7.5	-2.4	-4.1
O=C(NCc1ccccc1)NC1CCCCC1	2.6	-1.3	-2.2	-2.8	107.0	-1.1	10.3	-1.9	-40.7
CC(C)CCN(C(=O)COc1ccc(C#N)cc1)c1c(N)n(Cc2ccccc2)c(=O)[nH]c1=O	-9.1	37.8	0.2	0.8	85.0	/	12.3	-9.6	-6.4
COc1ccc(C2C3(C#N)C(N)=NC(OC)(OC)C23C#N)cc1 (stereo not given)	-2.8	6.5	-2.6	-1.8	83.0	2.6	5.7	7.2	8.8
CCN(CC)CCCOc1ccc(Cl)c(Cl)c1	-5.7	18.3	-2.5	-4.0	117.0	4.9	13.2	7.9	-12.1
COc1ccc(-c2ccc(CCC(=O)O)n2NC(=O)c2ccc(C(C)(C)C)cc2)cc1	35.8	1.2	-2.6	-1.5	98.0	-0.2	-3.5	-22.8	-0.7
CN(C)c1ncnc(N(C)C)c1[N+](=O)[O-]	-7.4	31.5	-5.2	-1.9	105.0	7.2	15.0	0.5	-12.5
COc1ccc(C2=NN3C(C2)c2ccccc2OC3c2cccs2)cc1 (stereo not given)	-5.3	28.8	-2.8	-1.7	98.0	-2.2	11.3	18.3	-1.4
Cc1nc2ccccc2n1CC(=O)OCC(=O)NCCc1ccccc1	11.1	-8.6	-2.5	-1.6	104.0	-2.2	20.0	-1.3	-7.4
Cc1ccc(S(=O)(=O)Nc2cc(C(F)(F)F)ccc2N2CCOCC2)cc1C	8.2	-4.6	-0.6	-1.3	101.0	1.1	-27.8	-6.2	-9.7
Cc1ccc(/C=N/NC(=O)CN2CCN(Cc3ccccc3Cl)CC2)o1	1.2	35.8	-2.0	-2.7	98.0	-3.9	7.9	-7.4	1.1

The list goes on:
Compound	NS3 helicase inh	PHOSPHO1 block	IMP-1 inh	VIM-2 inhibitor	MEKK3 PB1 HTS	IDE cell activ	UBC9 SUMO inh	FID counter	pCIP destab
Nc1cccc(-c2ccc(CO)o2)c1	12.9	32.2	-2.9	-0.9	99.0	3.1	1.3	1.6	-5.6
CCc1nn(CC(=O)NCCN2CCN(C)CC2)c(=O)c2cc3c(OC)cccc3n12	-1.0	44.5	-2.0	11.6*	101.0	0.8	22.2	32.3	-3.2
O=C1NC2(CCCc3ccccc32)C(=O)N1CCOc1ccc(Br)cc1 (stereo not given)	-7.0	0.2	-3.3	-4.7	108.0	1.0	-0.7	-19.1	-0.5
COc1ccc(CCC(=O)O)c(O)c1	/	31.1	/	/	110.0	3.3	18.0	/	-11.9
O=C1CSC(c2cccc([N+](=O)[O-])c2)N1CCc1ccccc1 (stereo not given)	-0.6	44.7	-1.8	0.0	104.0	1.7	12.0	-10.3	-2.3
c1ccc2c(-c3csc(-c4ccncc4)n3)c[nH]c2c1	-0.1	-12.5	-2.8	0.4	100.0	1.8	10.4	-8.7	-60.2
COc1ccc(N2CCN(C(=O)NCc3ccc(C)cc3)CC2)cc1	14.3	2.3	-2.7	-0.7	99.0	-0.5	-5.6	-25.1	-14.7
Cc1onc(-c2ccccc2)c1C(=O)NC(=S)NNC(=O)c1ccccc1O	16.0	7.1	-4.7	-2.6	126.0	4.1	-81.8	-12.2	-4.8
CCOC(=O)CSc1nc(N2CCOCC2)c2c(c1C#N)CC(C)(C)OC2	1.9	41.9	-1.5	-0.9	102.0	-0.1	26.9	-25.7	-0.6
Cc1ccc(Cn2ncc(Cl)c(Cl)c2=O)cc1	12.3	0.2	-1.1	-2.3	104.0	-2.4	9.6	-2.8	-12.6
CC(=O)Nc1cccc(NC(=O)CSc2nccn2Cc2ccco2)c1	16.0	46.6	-2.3	-1.8	101.0	7.7	15.6	-9.6	-7.5
CCOc1ccc(C2C(C#N)=C(N)Oc3cc(O)ccc32)cc1OCC (stereo not given)	2.5	-18.3	-2.7	-1.6	111.0	-3.2	7.3	-1.2	3.0
COc1cc(C2c3c(-c4cc(C)cc(C)c4O)n[nH]c3C(=O)N2CCCO)cc(OC)c1OC (stereo not given)	-7.7	-39.0	-1.8	-0.7	108.0	0.9	-18.2	-27.1	-2.3
O=[N+]([O-])c1ccc(SCc2c(F)cccc2Cl)nc1	-2.5	16.6	-0.8	0.4	88.0	-2.9	24.1	4.3	-0.7
NCCCCCc1nnc(SC/C=C/c2ccccc2)o1	-38.8	6.3	-1.8	-0.9	102.0	0.6	9.3	13.9	-3.3
COc1ccc(NC(=O)c2sc(N)nc2-c2ccccc2)cc1	-0.1	19.9	-2.1	-3.6	119.0	2.4	-20.7	-10.5	7.3
O=C(COc1cccc(F)c1)Oc1ccc(C(=O)c2ccccc2)cc1	1.2	-13.8	-3.4	-2.4	116.0	2.2	8.5	0.8	-15.3
O=C(Nc1ccc(Cl)cc1)N1CCN(c2ccc3nnc(-c4ccc(F)cc4)n3n2)CC1	-7.6	0.1	-1.1	1.9	109.0	-29.2	-7.4	-0.1	-7.0
Cc1ccc(Cl)cc1N(CC(=O)N1CCCCCC1)S(C)(=O)=O	-5.8	-13.6	0.0	0.4	103.0	-0.1	-6.9	-18.5	-8.9
Nn1c(SCC(=O)Nc2ccc3c(c2)OCO3)nnc1-c1ccc(Cl)cc1	-2.6	37.9	-1.4	0.2	102.0	6.7	21.0	2.1	3.7
O=C(O)c1csc(-c2cccc(Cl)c2)n1	-11.3	23.6	-1.4	0.3	86.0	3.6	7.7	-2.2	9.7
COc1ccccc1NC(=O)CSc1nnc(Cc2cc(=O)[nH]c(=O)[nH]2)n1-c1ccccc1	-11.0	-2.3	-2.6	-5.4	104.0	-6.7	2.9	-16.7	-15.8
CCOc1ccc(Cc2nnc(SCC(N)=O)n2C)cc1	-4.9	9.2	-2.0	-0.5	107.0	5.0	1.9	-0.9	-9.9
COc1ccc(Cc2nc3ccc(C(=O)NCCc4cccc(C)n4)cc3o2)cc1	-5.5	52.6	-1.7	-0.4	96.0	4.2	/	-28.2	-16.5

Looked up by compound from above:
Compound	NS3 helicase inh	PHOSPHO1 block	IMP-1 inh	VIM-2 inhibitor	MEKK3 PB1 HTS	IDE cell activ	UBC9 SUMO inh	FID counter	pCIP destab
COc1ccccc1NC(=O)CSc1nnc(Cc2cc(=O)[nH]c(=O)[nH]2)n1-c1ccccc1	-11.0	-2.3	-2.6	-5.4	104.0	-6.7	2.9	-16.7	-15.8
CCOc1ccc(C2C(C#N)=C(N)Oc3cc(O)ccc32)cc1OCC (stereo not given)	2.5	-18.3	-2.7	-1.6	111.0	-3.2	7.3	-1.2	3.0
